# Screening results as filed in PubChem BioAssay.
# Scp-1 inhibitor: Scp-1 (human) phosphatase inhibition. Q9GZU7. Recombinant Scp1, phosphopeptide, malachite green phosphate absorbance. inhibition, % at 20 µM. actives 0.88% (n = 340,000). AID 493091;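 active means inhibition above about 50% at 20 µM, limit read from the data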;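 further: plate controls were DMSO wells with enzyme for no effect and wells lacking enzyme for full effect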
# Target sequence (Q9GZU7 76-261 limits assumed): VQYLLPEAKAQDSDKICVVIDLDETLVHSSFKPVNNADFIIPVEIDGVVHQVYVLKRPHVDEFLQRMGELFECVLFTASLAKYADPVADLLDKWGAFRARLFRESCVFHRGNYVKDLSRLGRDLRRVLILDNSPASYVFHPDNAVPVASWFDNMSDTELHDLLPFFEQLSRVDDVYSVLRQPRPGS
#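 Material: truncated SCP-1 phosphatase (76-261aa) / Buffer or medium: 50 mM Tris acetate pH 5.5, 0.005% Tween-20, 10 mM MgCl2 / Compound dosing: one concentration, 20 µM, with 1.0% DMSO / Incubation: 45 min room-temperature reaction, 5 min colour, 30 min stabiliser / Detection: colorimetric free-phosphate detection, absorbance 630 nm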
# NadD block: blocks S. aureus nicotinate mononucleotide adenylyltransferase. purified NadD enzyme, colorimetric absorbance read-out. inhibition, % at 20 µM. actives 0.78% (n = 360,000). AID 602399; in the data active means inhibition above about 26%; further: some compounds past the cut are filed as inactive
# LMPTP inh: blocks human LMPTP phosphatase | P24666 | recombinant LMPTP-A, OMFP fluorogenic substrate, fluorescence intensity | inhibition, % at 20 µM | actives 0.22% (n = 360,000) | AID 651560;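 active means compounds that cut the enzyme signal by at least half of the control window in the single-dose screen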;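 further: plate controls were DMSO wells with enzyme plus substrate for no effect and substrate without enzyme for full effect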
#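 Test system: LMPTP-A phosphatase enzyme. Amount: LMPTP-A at 0.625 nM final in the reaction. Reagent: OMFP substrate, 400 µM final. Times: 50 min at room temperature. Signal: endpoint fluorescence intensity from OMFP dephosphorylation. Read-out basis: % inhibition. Benchmarks: no-enzyme and uninhibited controls.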
# SUMO1-SIM PPI: SUMO1-SIM interaction modulation; P63165; SUMO1 binding to a labelled peptide, TR-FRET, 1 h; inhibition, % at 20 µM; actives 0.33% (n = 360,000); in the data active means inhibition above about 37%
# Target sequence (P63165 whole entry, looked up): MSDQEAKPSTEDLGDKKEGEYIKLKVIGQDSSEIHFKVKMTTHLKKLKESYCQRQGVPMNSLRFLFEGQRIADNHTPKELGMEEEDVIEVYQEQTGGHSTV
# MsrA inh: inhibitors of bovine MsrA; purified bovine MsrA, absorbance read-out; inhibition, % at 15.5 µM; actives 0.75% (n = 360,000); AID 651718; in the data active means inhibition above about 4.5%;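 further: 0% = vehicle wells with enzyme and 100% = reference inhibitor wells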
# STEP inh: inhibitors of human striatal-enriched phosphatase STEP. P54829. recombinant STEP, OMFP fluorogenic substrate, fluorescence. inhibition, % at 20 µM. actives 0.25% (n = 360,000);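 active means inhibition at 20 µM, scaled per plate between control wells, above about 37%, limit read from the data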;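 further: 0% = DMSO with enzyme and substrate and 100% = substrate only without enzyme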
#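 System: STEP (striatal-enriched tyrosine phosphatase) enzyme, cell-free; medium: Bis-Tris pH 6.0 buffer with DTT, detergent; dosing: 20 µM, 1% DMSO; times: reaction 20 min, ambient temperature; detection: fluorescence, 480/540 nm; read-out basis: normalized % inhibition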
# DNMT1 inh: inhibitors of human DNMT1; actives 0.83% (n = 360,000); DNMT1 molecular beacon, Hinp1I cleavage, fluorescence; P26358; inhibition (reported as % activation of signal), % at 10 µM; in the data active means inhibition above about 50%
# Tb MetRS inh: Trypanosoma brucei MetRS inhibition. purified T. brucei MetRS, ATP depletion, Kinase-Glo luminescence. inhibition, % at 11.9 µM. actives 0.4% (n = 360,000);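 active means inhibition above a per-plate cutoff of the control wells' mean inhibition plus 3 SD, cut at about 5.5% in these data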;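 further: 0% = DMSO wells median and 100% = median of wells with control inhibitor compound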
#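 Dosing: 11.9 µM single point; system: parasite MetRS enzyme; technique: luminescence of leftover ATP; times: 15 min enzyme-compound preincubation, 2 h reaction, 10 min detection, 25 °C; replicates: each compound tested once; read-out basis: percent inhibition relative to median high and low control wells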
# Rpn11 inh: inhibitors of human proteasome Rpn11 | O00487 | calls only at 20 µM | AID 588493 | actives 0.59% (n = 360,000) | human 26S proteasome, Ub4-pepOG fluorescence polarization; 20S core pre-blocked with epoxomicin;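 active means inhibition at 20 µM, scaled to each plate's controls, above about 33%, limit read from the data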
# Target sequence (O00487 whole entry, looked up): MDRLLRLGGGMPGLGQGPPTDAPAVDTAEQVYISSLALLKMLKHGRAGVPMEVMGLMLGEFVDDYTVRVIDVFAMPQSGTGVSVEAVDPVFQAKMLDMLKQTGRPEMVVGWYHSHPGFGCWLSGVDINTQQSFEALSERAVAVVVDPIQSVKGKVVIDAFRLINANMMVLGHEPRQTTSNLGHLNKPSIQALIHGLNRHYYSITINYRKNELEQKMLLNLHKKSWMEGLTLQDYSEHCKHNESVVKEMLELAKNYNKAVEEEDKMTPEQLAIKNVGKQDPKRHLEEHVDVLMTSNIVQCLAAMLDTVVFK
# CSN inh: CSN deneddylation inhibition. Purified CSN, SCF-Nedd8-OG deneddylation, fluorescence polarization. inhibition, % at 12.5 µM. actives 0.38% (n = 360,000);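 active means pattern-corrected inhibition above about 35%, with an unprinted fluorescence ratio check between 0.5 and 1.5, limit read from the data, passing the limit was not always enough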;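 further: 0% = enzyme with substrate and 100% = substrate without enzyme; some results filed as inactive read as strong as hits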
# Target sequence (Q92905 whole entry, looked up, one chain of several): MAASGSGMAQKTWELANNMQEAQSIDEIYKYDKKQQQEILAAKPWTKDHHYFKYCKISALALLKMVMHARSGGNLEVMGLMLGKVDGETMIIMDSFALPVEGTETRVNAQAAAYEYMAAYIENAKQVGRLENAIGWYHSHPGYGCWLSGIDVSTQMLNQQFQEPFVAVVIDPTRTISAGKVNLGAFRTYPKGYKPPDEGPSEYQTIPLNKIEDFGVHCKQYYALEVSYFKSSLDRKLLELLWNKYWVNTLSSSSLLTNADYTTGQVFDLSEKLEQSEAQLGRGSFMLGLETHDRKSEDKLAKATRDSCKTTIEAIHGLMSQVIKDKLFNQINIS
#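 Assay system: Purified human Csn5 enzyme expressed in HEK293T cells | Amount: Enzyme 0.24 nM | Measured by: Fluorescence polarization readout | Medium: Tris/NaCl/DTT buffer, pH 7.5 | Compound dosing: One concentration, 12.5 µM, 0.25% DMSO | Times: 90 min incubation of compound, enzyme and substrate at room temperature | Control set: no-enzyme wells high, enzyme-with-substrate wells low | Read-out: % inhibition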
# Numbers without * were called inactive; i = inactive; / = no result given; + = active, no number.
SMILES,Scp-1 inhibitor,NadD block,LMPTP inh,SUMO1-SIM PPI,MsrA inh,STEP inh,DNMT1 inh,Tb MetRS inh,Rpn11 inh,CSN inh
CC1(C(=O)NS(=O)(=O)c2ccc(Cl)cc2)CCN1C(=O)C1CCCCC1 (stereo not drawn),/,0,-2.4,2,1.9,-2,6,-0.3,i,-2
O=C1N/C(=N\N=C\c2ccccn2)SC1Cc1cccc(SC(F)F)c1 (stereo not drawn),-1,10,-1.2,-2,0.1,1,-1,-0.9,i,-3
CCc1ccc(C(O)(CC(C)C)C(CN2CCOCC2)c2ccccc2)cc1 (stereo not drawn),2,-5,0.7,4,-0.2,3,11,0.1,i,-2
CCCS(=O)(=O)NC(=O)C1(C)CCCN(C(=O)c2c(C)noc2C)C1 (stereo not drawn),/,-4,-1.7,-2,0.6,1,7,0.0,i,0
O=C(/C=C/[C@H]1O[C@@H](n2ccc(=O)[nH]c2=O)[C@H](O)[C@@H]1O)NCc1ccc2c(c1)OCO2,/,-6,-0.6,-1,-0.2,-1,2,-0.7,i,2
O=C(Nc1ccc2c(c1)OCCO2)c1ccc(Br)cc1,0,-3,0.2,-1,-1.1,-2,2,-1.1,i,-1
CCn1cc(/C=C(\NC(=O)c2ccccc2F)C(=O)NCCN2CCOCC2)c2ccccc21,-3,2,-1.3,-13,5.3*,-4,-1,-0.6,i,4
COc1ccc(CC(=O)Nc2ccc(S(=O)(=O)Nc3nccs3)cc2)cc1,-2,-4,0.5,1,-0.5,-2,-5,-0.4,i,6
Cc1cccc2cc(CN(C(=O)c3cnccn3)C3CCCCC3)c(Cl)nc12,-2,-7,0.7,0,0.0,0,-5,-1.7,i,1
CCOC(=O)CN1CCC(C2(c3cc4ccccc4[nH]3)OCCO2)CC1,/,-2,-0.9,-1,0.0,-2,1,-0.1,i,-2
O=c1c(-c2ccc(O)cc2O)coc2cc(O)cc(O)c12,-1,10,0.6,4,1.6,-5,3,1.7,i,1
CCOCCCn1c(SCC(=O)Nc2cccc(S(=O)(=O)NC3=NCCCCC3)c2)nc2ccccc2c1=O,-1,-2,-0.1,3,-0.2,8,1,-0.4,i,0
CC(/C=C/c1ccccc1)=N/NC(=O)CNC(=O)c1ccccc1F,-3,-5,1.1,-3,1.5,-3,9,0.6,i,-4
CCOC(=O)Cn1c(=O)oc2cc(S(=O)(=O)N(C)c3ccc(OC)cc3)ccc21,-4,-3,0.3,5,0.8,1,1,0.5,i,2
O=c1[nH]c(SCc2ccccc2Cl)nc2c1cnn2-c1ccccc1,-10,7,0.7,2,0.4,0,28,-0.2,i,-1
C=CCCC(=O)N1CCC(n2nccc2NC(=O)c2ccccc2C)CC1,-2,6,0.6,1,-1.4,-4,1,-0.3,i,-7
Cc1ccc(NC(=O)c2ccc([N+](=O)[O-])o2)cc1C,3,-1,-0.3,-25,1.2,2,-3,-1.3,i,-2
CN(C)c1ccc(-c2ccnc3c2CC(C)(C(=O)Nc2ccc(Cl)cc2)O3)cc1 (stereo not drawn),/,2,4.5,4,1.1,0,-15,0.6,i,0
COc1ccc(NC(=O)C(F)(OC)C(F)(F)F)c(OC)c1 (stereo not drawn),-3,0,-0.1,0,0.1,-2,-6,-0.6,i,1
CCc1nnc(NC(=O)CSc2nc(C)cs2)s1,4,-4,-0.8,5,0.3,-3,5,-0.5,i,-3
C=CCCCN(Cc1ccccc1)S(=O)(=O)c1ccccc1Br,-11,1,1.1,3,-1.3,2,13,0.1,i,-1
O=C(NCCS(=O)(=O)N1CCN(c2ccccc2)CC1)C1CC(=O)N(c2ccccc2)C1 (stereo not drawn),-7,-3,-0.5,3,-0.7,-2,-1,-0.8,i,3
CC1=C(C(=O)N2CCOCC2)C(c2cc(C)ccc2C)NC(=S)N1 (stereo not drawn),-7,-1,0.3,4,-0.2,-1,-3,-0.6,i,2
O=C(Nc1ccncc1)c1ccc(C(=O)Nc2ccncc2)cc1,-19,3,0.6,1,-1.4,0,2,-0.7,i,13
O=C(COc1ccc(Cl)cc1Cl)N/N=C/c1cccnc1,7,-2,0.3,-11,-0.4,0,2,1.3,i,-1

# Entries of single compounds from above:
# Results for `CCc1nnc(NC(=O)CSc2nc(C)cs2)s1` = Scp-1 inhibitor = 4; NadD block = -4; LMPTP inh = -0.8; SUMO1-SIM PPI = 5; MsrA inh = 0.3; STEP inh = -3; DNMT1 inh = 5; Tb MetRS inh = -0.5; Rpn11 inh = i; CSN inh = -3
# Results for `CC1=C(C(=O)N2CCOCC2)C(c2cc(C)ccc2C)NC(=S)N1` (stereo not drawn) = Scp-1 inhibitor = -7; NadD block = -1; LMPTP inh = 0.3; SUMO1-SIM PPI = 4; MsrA inh = -0.2; STEP inh = -1; DNMT1 inh = -3; Tb MetRS inh = -0.6; Rpn11 inh = i; CSN inh = 2

# Other entries.
SMILES,Scp-1 inhibitor,NadD block,LMPTP inh,SUMO1-SIM PPI,MsrA inh,STEP inh,DNMT1 inh,Tb MetRS inh,Rpn11 inh,CSN inh
O=C(N/N=C/c1cccnc1)c1ccc(NC(=O)c2cccc(Cl)c2)cc1,70*,-2,21,61*,1.1,94*,-12,-0.1,+,108*
c1ccc(Nc2c3c(nc4ccccc24)CCC3)cc1,-5,-4,32,-3,2.1,-1,3,0.9,i,0
Cc1coc2c(C)c3oc(=O)c(CCC(=O)NCc4ccccn4)c(C)c3cc12,1,4,-0.6,7,1.3,2,-1,0.7,i,2
Cc1c(C(=O)Nc2nonc2-c2ccc(F)cc2)oc2ccc(F)cc12,-13,-4,2.7,-2,-0.3,-2,0,-0.5,i,0
CCOC(=O)c1c(NC(=O)COC(=O)c2cnc(C)cn2)sc(C(=O)N(C)C)c1C,4,-1,0.5,5,-0.8,0,1,-0.6,i,-2
O=C1NCCN1Cc1cccc(Cl)c1,0,-8,-1.2,-2,-0.7,1,0,-0.3,i,-10
CCN(CC)c1ccc(/C=N/NC(=O)c2cccc(S(=O)(=O)N3CCOCC3)c2)c(O)c1,-2,22,0.7,-5,4.0,-2,-8,0.4,i,-4
CN1C=CC=C/C1=C1/SC(=S)N(Cc2ccccc2)C1=O,-8,-3,1.8,-29,2.4,5,0,0.7,i,-8
O=C(CCc1ccccc1)N/N=C\C1CC=CCC1 (stereo not drawn),-2,-4,-1.8,-3,-0.3,-2,2,0.0,i,2
C=CCOC(=O)C1=C[C@H](c2cn(C(C)=O)c3ccccc23)C[C@H](OCCCCO)O1,-3,4,-0.3,-1,0.0,0,-22,0.1,i,17
CCNC(=O)NC(=O)COC(=O)CCCSc1nc2ccccc2s1,0,2,0.0,-1,1.2,2,0,-0.9,i,-3
Cc1ccc2c(c1)C(=O)C(=O)N2CC(=O)Nc1ccccc1NC(=O)c1ccccn1,-5,-6,-1.1,-27,1.2,3,-4,-0.3,i,-3
COC(=O)CSC(C(=O)Nc1ccc(C)c(C)c1)c1ccccc1 (stereo not drawn),-22,-5,-0.1,-2,-0.9,-3,-7,-0.7,i,3
O=C(C[C@H]1C[C@H]2c3cc(NC(=O)CC4CC4)ccc3O[C@H]2[C@H](CO)O1)NCc1ccccc1F,/,-6,-1.3,-3,1.1,0,12,-0.3,i,-4
COCCN(CC(=O)Nc1cccc(C)c1)S(=O)(=O)c1ccc(S(=O)(=O)N2CCCC2)cc1,8,-4,-0.6,1,0.1,-4,3,-0.3,i,0
O=C(CSc1nnc(NC(=O)C2CC2)s1)NCc1ccco1,-11,-1,-1.5,0,-0.8,-2,3,0.1,i,1
O=C(NC(C(=O)N/N=C/c1cc([N+](=O)[O-])ccc1O)c1n[nH]c(=O)c2ccccc12)c1ccccc1 (stereo not drawn),17,20,3.7,27,4.0,-3,-2,0.6,i,-5
N#Cc1c(NC(=O)c2ccc(Cn3cc(Br)cn3)o2)sc2c1CCCCCC2,-11,0,4.5,3,0.8,6,-12,-0.7,i,4
COc1ccc(C(=O)COC(=O)c2cc([N+](=O)[O-])ccc2N2CCOCC2)c(OC)c1,22,2,2.4,-18,1.3,0,1,-0.6,i,-5
CCOC(=O)C1=C(C)N(CCC(=O)O)C(=O)NC1c1ccccc1Cl (stereo not drawn),0,1,-2.1,7,0.2,-1,3,-0.2,i,6
COc1ccc(-c2cc(C(=O)Nc3c(C)n(C)n(-c4ccccc4)c3=O)no2)cc1,0,2,-0.5,-5,-1.3,-1,2,-0.3,i,2

# Sorted by length of the SMILES (largest number first): some entries from above
SMILES,Scp-1 inhibitor,NadD block,LMPTP inh,SUMO1-SIM PPI,MsrA inh,STEP inh,DNMT1 inh,Tb MetRS inh,Rpn11 inh,CSN inh
O=C(C[C@H]1C[C@H]2c3cc(NC(=O)CC4CC4)ccc3O[C@H]2[C@H](CO)O1)NCc1ccccc1F,/,-6,-1.3,-3,1.1,0,12,-0.3,i,-4
C=CCOC(=O)C1=C[C@H](c2cn(C(C)=O)c3ccccc23)C[C@H](OCCCCO)O1,-3,4,-0.3,-1,0.0,0,-22,0.1,i,17
Cc1coc2c(C)c3oc(=O)c(CCC(=O)NCc4ccccn4)c(C)c3cc12,1,4,-0.6,7,1.3,2,-1,0.7,i,2
COC(=O)CSC(C(=O)Nc1ccc(C)c(C)c1)c1ccccc1 (stereo not drawn),-22,-5,-0.1,-2,-0.9,-3,-7,-0.7,i,3
CCNC(=O)NC(=O)COC(=O)CCCSc1nc2ccccc2s1,0,2,0.0,-1,1.2,2,0,-0.9,i,-3
O=C(CCc1ccccc1)N/N=C\C1CC=CCC1 (stereo not drawn),-2,-4,-1.8,-3,-0.3,-2,2,0.0,i,2
